14-3-3 PPI – modulators of human 14-3-3 gamma - Raf peptide interaction | P61981 | FP, 14-3-3gamma / TMR-pS259-Raf peptide binding | inhibition, % at 40 µM | 0.19% of 160,000 active | AID 422; in the data active means inhibition above about 30%;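 further: 0% = protein plus tracer without compound and 100% = blank with tracer alone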
Target sequence (P61981 whole entry, looked up): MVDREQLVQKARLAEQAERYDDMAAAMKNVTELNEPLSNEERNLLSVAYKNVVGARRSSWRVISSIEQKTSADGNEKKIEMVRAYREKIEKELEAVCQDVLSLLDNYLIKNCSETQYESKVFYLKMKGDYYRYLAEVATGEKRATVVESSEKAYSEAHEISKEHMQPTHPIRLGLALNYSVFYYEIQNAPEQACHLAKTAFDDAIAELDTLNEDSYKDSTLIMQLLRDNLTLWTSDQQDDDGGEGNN
* hit, by the source's call; & = joins results of further samples.

smiles	14-3-3 PPI
O=S(=O)(c1cccc(-c2nnc(-c3ccc(Br)cc3)o2)c1)N1CCOCC1	5.5
Cc1ccc(CN2C(=O)CN(CC(=O)NCc3cccs3)C(=O)C2c2ccccc2F)cc1 (stereo unspecified)	-10.2
O=C(Nc1cccnc1)c1cccs1	-10.2
Cc1ccc(/C(O)=C2\C(=O)C(=O)N(CCCN3CCOCC3)C2c2ccccc2F)cc1 (stereo unspecified)	0.8
O=C(CC1(O)C(=O)Nc2ccccc21)c1ccccc1[N+](=O)[O-] (stereo unspecified)	1.1
CN(CCO)c1nc2c([nH]1)c(=O)[nH]c(=O)n2C	-3.6
Cc1nc(SCC(=O)Nc2cccc(C(F)(F)F)c2)c(C#N)c(C)c1C	-6.4
CC(OC(=O)c1cc2sccc2n1C)C(=O)NCc1ccc2c(c1)OCO2 (stereo unspecified)	-7.9
O=C(NCc1ccccc1)C(=O)Nc1cccc(C(F)(F)F)c1	1.7
CC1(C)CC(=O)c2sc(NC(=O)CN3C(=O)CCC3=O)nc2C1	0.5
O=C(Nc1ccccc1)c1cc(S(=O)(=O)N2CCSCC2)ccc1Cl	21.5
CCC1=NCC(=O)Nc2ccc(Cl)cc21	-7.4
CCOC(=O)C1CCN(C(=O)C2c3ccccc3Oc3ccccc32)CC1	3.7
Cc1ccc(OCC(=O)N2CCC(N3CCCCCC3)CC2)cc1	-11.6&-41.7
CC(C)c1ccc(-c2nc(N3CCCCC3)[nH]c(=O)c2C#N)cc1	4.3&-10.9
O=C(NCCN1CCc2ccccc2C1)c1cc(-c2ccc(Br)s2)nc2ccccc12	-5.7
COc1cccc(C2C(C(=O)Nc3ccccc3F)=C(C)NC3=C2C(=O)CC(C)(C)C3)c1 (stereo unspecified)	-0.6
CCOC(=O)c1c(C)oc2ccc(OC(=O)C(C)(C)C)cc12	6.5
Cc1ccc(S(=O)(=O)N2CCCC(C(=O)NCc3ccc4c(c3)OCO4)C2)cc1 (stereo unspecified)	2.6
O=C(COc1cccc(N2C(=O)C3C4CCC(C4)C3C2=O)c1)c1ccc(F)cc1 (stereo unspecified)	-6.2
CCOc1ccc(S(=O)(=O)n2nnc3ccccc32)cc1C(C)C	9.4
COc1cc(C2Sc3ccccc3NC3=C2C(=O)OC3)cc(OC)c1OC (stereo unspecified)	-6.2
COc1cc(/C=N/n2cnnc2)ccc1OC(=O)c1ccncc1	1.6
CC1CCC2C(=O)N(c3ccc(N(C)Cc4ccccc4)c([N+](=O)[O-])c3)C(=O)C2C1 (stereo unspecified)	37.8*

Molecules from the list above containing a Cl atom:
smiles	14-3-3 PPI
O=C(Nc1ccccc1)c1cc(S(=O)(=O)N2CCSCC2)ccc1Cl	21.5
CCC1=NCC(=O)Nc2ccc(Cl)cc21	-7.4

(continued)
smiles	14-3-3 PPI
COc1ccc(CNC(=O)CCc2cn(C)c3ccccc23)c(OC)c1	-9.6
COCCCNC(=O)c1n[nH]c(=O)c2ccccc12	6.3
O=C(Oc1ccc(N2C(=O)C3C4CCC(C4)C3C2=O)cc1)c1ccc(Br)cc1 (stereo unspecified)	-2.7
O=C(O)c1ccc2c(c1)C(=O)N(c1ccc(-c3nc4ccccc4s3)cc1)C2=O	2.1
COc1ccc(NC(=O)c2c(NCc3cccs3)sc3c2CCC3)cc1	-177.8
CCOC(=O)c1[nH]c2ccccc2c1NC(=O)CC(c1ccccc1)c1ccccc1	4.1
CC1(C)CC(=O)c2cc(OCC(=O)N3CCOCC3)ccc2O1	-8.3
CC1(C)CC(=O)c2cc(C(=O)NC3CCCCC3)c(=O)n(-c3ccc(Cl)cc3)c2C1	3.6
COc1ccc(NC(=O)CN2CCN(C3c4ccccc4-c4ccccc43)CC2)c(OC)c1	-7.1
CN(C)C(=O)CSc1nnc(C23CC4CC(CC(C4)C2)C3)o1	4.8
Cc1cc(NC(=O)CSc2cn(CCNC(=O)c3ccccc3)c3ccccc23)no1	-3.5
CCOC(=O)c1cnc2ccc(C(=O)OC)cc2c1Nc1cccc(C)c1	-9.7
CC1=C(C(=O)OC(C)C)C(c2ccc(OCc3ccccc3Cl)cc2)n2ncnc2N1 (stereo unspecified)	-3.8
NC(=O)C1CCN(C(=O)CCCn2c(=S)[nH]c3cc4c(cc3c2=O)OCO4)CC1	-11.2
CC1CCCN(C(C(=O)NC2CCCC2)c2ccc(Cl)cc2)C1 (stereo unspecified)	-2.9
C=CCOC(=O)COc1ccc2c3c(c(=O)oc2c1C)CCC3	-6.1
CCCc1nc(C(=O)O)c(C(=O)O)[nH]1	-5.8
CCOC(=O)C(C#N)C(c1ccco1)c1ccccc1OC (stereo unspecified)	-13.9
Cc1ccc(-c2cc(C(=O)Nc3ccc(F)c([N+](=O)[O-])c3)c3ccccc3n2)s1	-9.4
COc1ccc(C2=C(Cl)C=C(c3ccccc3)c3ccccc3O2)cc1OC	5.0
Cc1cc(=O)oc2c1ccc1onc(C)c12	-15.5
COc1ccc2c(c1)C(=O)N(c1ccccc1OC)C(=O)C2(C)C	-2.0
CC(=O)c1sc(N)nc1C	-1.0
O=C(O)C1C2C=CC(C2)C1C(=O)OCc1ccccc1 (stereo unspecified)	-2.8

Pulled by structure from above:
smiles	14-3-3 PPI
CCCc1nc(C(=O)O)c(C(=O)O)[nH]1	-5.8
COc1ccc(C2=C(Cl)C=C(c3ccccc3)c3ccccc3O2)cc1OC	5.0
CCOC(=O)C(C#N)C(c1ccco1)c1ccccc1OC (stereo unspecified)	-13.9
C=CCOC(=O)COc1ccc2c3c(c(=O)oc2c1C)CCC3	-6.1
Cc1cc(=O)oc2c1ccc1onc(C)c12	-15.5
Cc1ccc(-c2cc(C(=O)Nc3ccc(F)c([N+](=O)[O-])c3)c3ccccc3n2)s1	-9.4

Next section:
smiles	14-3-3 PPI
COc1ccc(C2C(C(=O)Nc3ccc4c(c3)OCO4)c3ccccc3C(=O)N2c2ccc(OC)cc2)cc1 (stereo unspecified)	1.8
CCCN(CCC)c1nc2ccccc2nc1C(C#N)C(=O)OC(C)COC (stereo unspecified)	3.6
CCc1ccccc1NC(=O)CCN1C(=O)c2ccccc2C1=O	-4.8
CCCCOc1ccc(NC(=O)C2CC(=O)N(c3ccc(CC)cc3)C2)cc1 (stereo unspecified)	-1.8
Cc1ccc(Cl)cc1N1CCN(C(CC(C)C)c2nnnn2CC2CCCO2)CC1 (stereo unspecified)	4.0
CC1CCCC(C)N1C(=O)c1nn2c(c1Cl)NC(c1ccc(F)cc1)CC2C(F)(F)F (stereo unspecified)	7.4
Cc1ccc(S(=O)(=O)Cn2nnnc2CN(Cc2ccco2)Cc2cccs2)cc1	-15.2
Cc1cccc(C)c1OCC(=O)Nc1cccc(NC(=O)c2ccco2)c1	-3.8
O=C(CCS(=O)(=O)c1cccs1)Nc1ncc(Br)s1	-40.5
Cc1ccccc1C1CC(c2ccc(Cl)cc2)Nc2ncnn21 (stereo unspecified)	-11.2
CCOc1ccc(C2C3=C(CCCC3=O)Nc3nc(SCc4ccccc4)nn32)cc1 (stereo unspecified)	-1.3
Cn1c(SCC(=O)Nc2cccc(Cl)c2)nc2c([nH]c3ccccc32)c1=O	2.0
Cc1cccc2c1N(C(=O)Cc1ccccc1)C(C)(C)CC2(C)c1ccccc1 (stereo unspecified)	10.4
CC(C)Nc1cc2c(NC(C)C)onc2c2c1C(=O)c1ccccc1C2=O	87.2*
O=C(CCC1N=C2c3ccccc3N=C(SCc3ccccc3F)N2C1=O)NCc1ccc(F)cc1 (stereo unspecified)	-1.1
CS(=O)(=O)NC1c2cccc3cccc(c23)C1N1CCOCC1 (stereo unspecified)	5.4
O=C(CC1C(=O)N(c2ccccc2)C(=S)N1Cc1ccc2c(c1)OCO2)Nc1ccccc1 (stereo unspecified)	11.0
O=[N+]([O-])c1ccccc1C=Nc1ccc2c(c1)OCCO2	0.3
CCOC(=O)C1=C(C)NC2=C(C(=O)CC(C)(C)C2)C1c1cc([N+](=O)[O-])c(C)s1 (stereo unspecified)	-9.4
COc1cccc2sc(=NC(=O)c3cc(Cl)sc3Cl)n(C)c12	-10.5
O=C1c2ccccc2C(=O)N1Cc1nn2c(-c3ccc(Cl)cc3)nnc2s1	-3.6
CCOc1ccc(NC(=O)c2ccc(N3CC4CC(C3)c3cccc(=O)n3C4)c(NC(=O)c3ccncc3)c2)cc1 (stereo unspecified)	8.3
CC1(C)CC2(CCO1)N1CC3(C)CN2CC(C)(C1)C3O (stereo unspecified)	-3.8&-5.0
CCCC1CCC(c2nc(-c3ccc(OC(F)F)cc3)no2)CC1 (stereo unspecified)	8.3
Cc1c(C(=O)N(C)C)sc2c1c(=O)n(-c1ccc(Cl)cc1)c(=O)n2CC(=O)c1ccccc1	-4.5
Cc1cc2c(c(=O)o1)C(C13C=CC(CC1)C3)C(C#N)=C(N)O2 (stereo unspecified)	-3.0
CC1CCN(C(=O)CSc2nc(Nc3ccc(F)cc3)c3ccccc3n2)CC1	-58.2
CCOC(=O)Cc1cc(=O)[nH]c(/N=C(\N)Nc2ccc(C)cc2C)n1	2.8
Cc1ccc(-n2nc3cc(C)c(NC(=O)c4ccccc4[N+](=O)[O-])cc3n2)cc1	-7.8
CCCc1cc2c(c(NC(C)=O)n1)c(=O)oc1ccccc12	-11.3
CCSCCOC(=O)C1=C(C)NC2=C(C(=O)CC(c3ccccc3OC)C2)C1c1ccc(Cl)cc1 (stereo unspecified)	-5.3
O=C(COC(=O)C1(c2ccccc2F)CCCC1)NC1CCS(=O)(=O)C1 (stereo unspecified)	1.9
CCc1ccc(S(=O)(=O)N(C(=O)c2ccc(C)cc2)c2ccc3oc(C)c(C(C)=O)c3c2)cc1	-3.9
O=C(NC1CCCCCC1)c1ccc(CNS(=O)(=O)c2ccc(F)cc2)cc1	1.5
COc1ccc(C#N)c(S(=O)(=O)Cc2ccccc2)c1	0.3
CCCOC(=O)c1ccc(Oc2cn[nH]c2-c2ccc(OC)cc2O)cc1	-5.1
COc1ccc(NS(=O)(=O)c2cc(Br)cc3c2N(C(C)=O)CC3)cc1	-14.2
CCCCCSc1nnc2c(n1)OC(C)N(C(C)=O)c1ccccc1-2 (stereo unspecified)	-2.5
CC(NC(=O)Nc1ccccn1)N1C(=O)C2C3C=CC(C3)C2C1=O (stereo unspecified)	-4.3
CCC(=O)N1CCc2cc(S(=O)(=O)N3CCN(C(=O)c4ccco4)CC3)ccc21	-2.0&-4.2
CC(Oc1ccc(Cl)cc1Cl)C(=O)NCCCN1CCOCC1 (stereo unspecified)	2.9
COc1ccc(Br)cc1CN1C(=O)c2ccccc2C1C(=O)NCC1CCCO1 (stereo unspecified)	1.6
CCn1c(CNC(=O)C23CC4CC(CC(C4)C2)C3)nnc1SCC(=O)Nc1nnc(C)s1	-2.0
O=C(Nc1nc(-c2ccc3ccccc3c2)cs1)c1cc([N+](=O)[O-])ccc1Cl	-10.5
O=C(Nc1cc(C(F)(F)F)ccc1N1CCCC1)c1cccnc1	-51.9
CC(C)CCNC(=O)C(c1ccco1)N(C(=O)Cn1nnc2ccccc21)c1ccc2c(c1)OCO2 (stereo unspecified)	-6.3
Cc1nc(C)n(CC(O)COc2ccc3ccccc3c2)n1 (stereo unspecified)	1.4
CCOc1ccc(-c2nnn(CC(=O)Nc3cccc(OC)c3)n2)cc1OCC	1.3
O=C(Nc1ccc(Cl)cc1)c1nn2c(c1Cl)NC(c1ccco1)CC2C(F)(F)F (stereo unspecified)	-119.4
CCCN(c1ccc(C(C)C)cc1)S(=O)(=O)c1c(C)[nH]c(=O)[nH]c1=O	-0.8
CC(C)(O)Cc1ccc(Cl)cc1	0.0
Cn1c(NC(=O)c2ccccc2F)cc(=O)n(C)c1=O	-3.5
CCOC(=O)C(Cc1ccccc1)C(=O)Nc1nccs1 (stereo unspecified)	-8.2
CNC(=O)C1CC(=O)N(c2ccc(F)c(Cl)c2)C1 (stereo unspecified)	0.1
CCOC(=O)c1cnc2ccc(Br)cc2c1NCCN1CCOCC1	8.8
CCN(C(=O)C1CCN(S(=O)(=O)c2cc(Br)cc3c2N(C(C)=O)CC3)CC1)c1cccc(C)c1	-6.3
CC(=O)N1CCc2cc(C(=O)CN3CCCCC3)ccc21	3.6
COc1ccc2cc(-c3nc4ccccc4n3C)c(=O)oc2c1	-75.4
CC1CC(C)CN(S(=O)(=O)c2ccc(C(=O)Nc3nc(-c4ccccc4)cs3)cc2)C1 (stereo unspecified)	0.6
C=C(C)Cn1c(N2CCCC2)nc2c1c(=O)[nH]c(=O)n2C	0.7&-2.3

Carrying on.
smiles	14-3-3 PPI
CC(=O)Nc1cc(C(=O)N2CCCC2)ccc1S(=O)(=O)c1ccc(C)cc1	-11.0
O=C(NC1CCCCC1)c1ccc2c(c1)N(Cc1cccc(Cl)c1)C(=O)CS2	7.7
COc1ccc(Nc2nnc(-c3cc4ccc(O)cc4oc3=O)s2)cc1OC	-7.3
O=C(O)c1ccc(NC(=O)C2CC=CCC2C(=O)O)cc1 (stereo unspecified)	-2.0&19.8
CC(=O)Nc1cc(C(=O)N2CCOCC2)ccc1Sc1ccc(F)cc1	-3.6
O=C(COc1ccc(-c2nnc(Nc3ccc(F)cc3)c3ccccc23)cc1)N1CCCCC1	-5.5
Cc1c(C(=O)N2CCN(c3cccc(Cl)c3)CC2)sc2ncn(Cc3ccccc3F)c(=O)c12	-4.2
Cc1cccn2c(=O)c3cc(C#N)c(=NC(=O)c4ccncc4)n(CCCOC(C)C)c3nc12	-9.8
CC(=O)c1c(C)[nH]c(C(=O)CSc2nnc(C3CCCCC3)n2N)c1C	-5.5

An excerpt; count on the stated rates, not on these rows.
